Screens deposited in PubChem by Broad Institute.
miR-122 sensor = miR-122 Renilla sensor signal increase in Huh7, primary screen, miR-122 inhibitor project, cell-based, single point, plate reader; Huh7 miR-122 Renilla luciferase sensor, 48 h; neutral wells = 0, positive control = 100; activation (reporter increase), % at 12.5 µM; 0.3% of 340,000 active; AID 602342, 2012;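 active = mean replicate activation score at least 90 and every replicate individually at or above 90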;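 also: higher luciferase means less miR-122 activity so hits act as miR-122 inhibitors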
* marks the source's active call; other numbers are inactive results. This is a subset, so the mix of outcomes need not match the whole.

SMILES	miR-122 sensor
Cc1ccc(NC(=S)NC(NC(=O)c2ccccc2C)C(Cl)(Cl)Cl)c(C)c1 (configuration not stated)	-4
Cc1cccc(N2CCN(C3CCCCC3NS(=O)(=O)c3ccccc3)CC2C)c1 (configuration not stated)	-11
COc1ccc(N2CCN(CC(=O)Nc3ccc(-n4cnnn4)cc3)CC2)cc1	-5
COc1ccc(CCn2nnnc2C(c2ccc(Cl)cc2)N2CCN(C)CC2)cc1OC (configuration not stated)	4
O=C(CCN1CCc2ccccc2C1)Nc1ccccc1F	2
CC(=O)Nc1ccc(Nc2nc(C)c([N+](=O)[O-])c(Nc3ccc(NC(C)=O)cc3)n2)cc1	6
NC(=O)c1ccccc1N/C=C/C(=O)c1ccc(Cl)cc1	11
Cc1cc(C)cc(NC(=O)CN2CCCN(S(=O)(=O)c3ccc(Br)s3)CC2)c1	6
O=C(COC(=O)CNC(=O)c1ccc(Cl)cc1)Nc1ccc(Cl)cc1C(F)(F)F	-6
CC(C)CC(=O)Nc1ccc2oc(-c3ccncc3)nc2c1	-5
CCCN1C(=O)/C(=C\C=C2/C=CN(CC)c3ccccc32)SC1=S	-2
CCCNS(=O)(=O)c1ccc(CCC(=O)NCc2cccnc2)cc1	-9
CCOC(=O)c1nc(N)c(=O)n(-c2ccccc2)n1	1
CN(C)c1ccc(/C=C2\Oc3ccc(C#Cc4cccc(N)c4)cc3C2=O)cc1	-2
CNC(=O)c1sccc1S(=O)(=O)Cc1c(Cl)cccc1Cl	0
Cc1ccc2[nH]c(=O)c(COC(=O)C3CCCO3)cc2c1 (configuration not stated)	2
CCc1c(C)nc2ncnn2c1N1CCCC(C(=O)Nc2ccc(NC(C)=O)cc2)C1 (configuration not stated)	1
O=C(Nc1ccc(F)cc1F)c1noc2c1CCC2	-9
Cc1ccc(-n2cccc2/C=C2/C(=N)N3C(=NC2=O)SN=C3S(C)(=O)=O)cc1Cl	-3
O=C(Nc1nc2ccc(Cl)cc2s1)C1CCCO1 (configuration not stated)	6

Arranged by count of non-hydrogen atoms (smallest number first): part of the list above
SMILES	miR-122 sensor
CCCN1C(=O)/C(=C\C=C2/C=CN(CC)c3ccccc32)SC1=S	-2
CCCNS(=O)(=O)c1ccc(CCC(=O)NCc2cccnc2)cc1	-9
Cc1cccc(N2CCN(C3CCCCC3NS(=O)(=O)c3ccccc3)CC2C)c1 (configuration not stated)	-11

(next part)
SMILES	miR-122 sensor
CC(=O)NCCOc1c(C)cc(S(N)(=O)=O)cc1C	-4
CCOc1ccccc1N(CC(=O)O)S(=O)(=O)c1ccccc1	-5
O=[N+]([O-])c1ccc(N2CCCC2)cc1NC(c1ccccc1)c1ccccc1	-1
O=C(COC(=O)c1ccccc1NC(=O)c1ccco1)Nc1ncc(Cl)cc1Cl	0
CC(C)[C@H](NC(=O)CCn1nnc2ccccc2c1=O)C(=O)O	-1
CCOC(=O)c1ccc(NC(=O)Nc2ccc3c(c2)OCCO3)cc1	6
CCn1c(=NC(=O)c2ccc(S(=O)(=O)N3CCOCC3)cc2)sc2cccc(OC)c21	4
COc1ccc(C2CC(C(F)(F)F)n3ncc(C(=O)NCc4cccnc4)c3N2)cc1OC (configuration not stated)	-2
COc1ccccc1NC(=O)COc1ccc(C(=O)OCC(=O)N2CCCC2=O)cc1OC	-3
O/C(=C\Sc1nnc(Cc2ccccc2)o1)c1ccc(Br)cc1	1
CNc1sc(C(=O)c2ccccc2F)c(N)c1-c1nc2ccccc2s1	6
CNCc1ccc(OCc2ccccc2)c(OC)c1	1
Cn1ncc(Br)c1C(=O)N/N=C/c1ccc(OS(=O)(=O)c2ccccc2)cc1	-2
CCOC(=O)N1CCN(C(=O)c2ccc3c(=O)n(-c4ccc(OC)cc4OC)c(=S)[nH]c3c2)CC1	-3
Cc1cccc(NC(=S)NNC(=O)c2sccc2C)c1	-1
COc1cc(C(=S)N2CCOCC2)cc(OC)c1OS(=O)(=O)c1ccc(NC(C)=O)cc1	7
O=C(Nc1ccc(F)cc1)c1cccnc1N1CCOCC1	-1
O=C(Nc1cccc(Cl)c1)OCc1cncs1	7
Cc1nc2ccccc2nc1OCC(=O)NCC(F)(F)F	0
CC1CCCN(S(=O)(=O)c2ccc(S(=O)(=O)NC(C)c3cccs3)cc2)C1 (configuration not stated)	8
CC1(C)Cc2c(C#N)c(N3CCOCC3)nc(Cc3ccccc3)c2CO1	-4
COc1ccccc1N1CCN(C(=O)CCCN2C(=O)c3cccc4cccc(c34)C2=O)CC1	-7
CSc1nc(N2CCCC2)c2c(c1C#N)CC(C)(C)OC2	-4
COc1ccc(S(=O)(=O)N(C)CC(=O)NCCC2=CCCCC2)cc1C	-6
CC1(C)CNC(=O)CC(C)(C)N1O	14
O=[N+]([O-])c1ccc(/C=N/Nc2nc(N3CCCCC3)nc(N3CCCCC3)n2)o1	9
Cc1cccc(N2C(=O)CC(Sc3nc(-c4ccccc4)c4cc(Cl)ccc4n3)C2=O)c1 (configuration not stated)	-1
C=CCN(CC=C)CC(O)CN(c1cc([N+](=O)[O-])ccc1OC)S(=O)(=O)c1ccccc1 (configuration not stated)	0
Cc1cc([N+](=O)[O-])ccc1NC(=O)c1cncc(Br)c1	4
Cc1nn(-c2ccccc2)c(N)c1C(O)(CC(=O)C(F)(F)F)C(F)(F)F (configuration not stated)	-2
COc1cccc(/C=N/Nc2ncnc(N)c2[N+](=O)[O-])c1OC	2
CC(=O)Nc1ccc(-c2nnc(SCc3c(C)cc(C)cc3C)n2C)cc1	6
O=[N+]([O-])c1ccc(Cl)c(CN2CCSCC2)c1	-1
CCn1c(O)c(/C=N/N=C2CCCC2)c2ccc(C3=NNC(=O)CC3)cc21	-21
COCCN(CCOC)c1ncnc2c1cnn2-c1ccc(Cl)cc1	1
CC(C)NC(=O)c1noc2cc([N+](=O)[O-])ccc12	-10
CC(C)CCCN1C(Nc2ccccc2)=NC[C@@H]1Cc1ccccc1	3
Oc1c(Cl)cc(Cl)cc1C(C#Cc1ccccc1)N1CCOCC1 (configuration not stated)	6
CC(=O)c1ccc(NC2OC(C)C(O)C(O)C2O)cc1 (configuration not stated)	-12
Cc1c(NC(=O)C(C)c2ccc(CC(C)C)cc2)c(=O)n(-c2ccccc2)n1C (configuration not stated)	-16
COc1cccc(C(=O)OC(C)CN2CCCC2)c1 (configuration not stated)	0
O=C(NNC(=O)C1CCN(S(=O)(=O)c2ccc(Cl)cc2)CC1)c1ccc(Cl)cc1	0
CCOC(=O)C1CCN(C(=O)c2c(-c3c(F)cccc3Cl)noc2C)CC1	20
COC(=O)C1=C(C(=O)OC)[C@@H]2N(C)c3ccccc3[C@@]23C[C@@H](C(=O)OC)N(C(=O)c2cc(C)oc2C)C3=N1	-16
Cc1nn(C)cc1CNC(=O)c1cccc(Br)c1	1
O=C1C2C3c4ccccc4C(c4ccccc43)C2C(=O)N1c1nc(-c2ccccc2)cs1 (configuration not stated)	-4
CC(CN1CCCCC1)OC(=O)c1ccc(Cl)cc1Cl (configuration not stated)	8
CC(=O)NC(C)C(=O)OCC(=O)Nc1ccc(Br)cc1 (configuration not stated)	-7
Cc1ccc(CCNC(=O)C2CCC(=O)N2Cc2cccnc2)cc1 (configuration not stated)	-2
CC(C)Oc1ccc(C(=O)NCc2ccco2)cc1	-2
COc1cc(C(=O)NCc2nnc(SCC(=O)N3CCCCC3)o2)cc(OC)c1OC	1
CC(=O)c1cccc(N2C(=O)C3C4CCC(C4=C(C)C)C3C2=O)c1 (configuration not stated)	-3
COc1ccc(Nc2nc(N)nc(C(F)(F)F)n2)c(OC)c1	-10
O=C(O)CCCNC(=O)c1cncc(O)c1	-15
Cc1nc(OCc2ccccc2)c2sc3nc4c(cc3c2n1)COC(C)(C)C4	-2
Cc1ccn2c(C(=O)CSc3ccc(Cl)cc3Cl)c(C)nc2c1	-9
O=C(CN1C(=O)NC2(CCOc3ccccc32)C1=O)Nc1ccc2c(c1)OCCO2 (configuration not stated)	2
Cc1ccccc1-c1nnc(SCc2ccccc2)o1	-2
CC(=O)Oc1ccccc1-c1nc(C)nc(N(C)C(C)=O)n1	-1
O=C1OCC/C1=C\c1ccccc1O	-1
Other structures:
SMILES	miR-122 sensor
CCCC(=O)Nc1ccc(C(=O)NCCCn2ccnc2)cc1	2
COc1ccc(NC(=O)c2ccc3c(c2)C(=O)N(Cc2cccnc2)C3=O)c(OC)c1	-4
CS(=O)(=O)N(CCc1ccccc1)CC(=O)NCc1ccco1	2
CN1C(=O)CC(n2c(CO)nc3ccccc32)C1=O (configuration not stated)	-8
CCOC(=O)c1c(NC(=O)Cc2cccs2)sc(C(=O)NC2CCCC2)c1C	-5
CC(NS(=O)(=O)c1ccc(Cl)cc1)C(=O)NCc1ccco1 (configuration not stated)	2
Cc1cc(OCc2ccc(F)cc2)nc(-c2ccccc2O)n1	-7
COc1ccccc1CNC(=O)c1ccc(S(=O)(=O)N(C)C)cc1	-1
O=C1C2CCCN2C(c2ccccc2F)N1c1ccc(Cl)cc1 (configuration not stated)	-4
CCOc1ncccc1C(=O)OCc1cn2cc(Cl)ccc2n1	-7
O=S(=O)(O/N=C1\CCCc2ccccc21)c1ccc(Cl)cc1	-8
Cc1ccc2c([N+](=O)[O-])c(C)ccc2n1	2
Cc1ccnc(NC(=O)CCC(=O)N(CC(=O)NC2CCCCC2)c2ccc3c(c2)OCO3)c1	4
Cc1ccn2cc(-c3ccc(NC(=O)c4ccco4)cc3)nc2c1	-9
O=C1CC(c2ccccc2)CC(O)=C1C=NCCN1CCOCC1 (configuration not stated)	-7
c1ccc(-c2nnc(CSc3nnc(-c4ccncc4)n3Cc3ccco3)o2)cc1	-3
COc1ccc(C(=O)NCCSc2ccc(C)cc2)cc1	-2
CCN(CC)c1ccc(NC(=O)c2cc3ccccc3o2)c(C)c1	-4
O=C(CCc1ccc(S(=O)(=O)NC2CCCCC2)cc1)NCc1ccccc1	101*
COc1ccc(NC(=O)C2CCCCN2CC(=O)OCc2ccccc2)cc1OC (configuration not stated)	2
Cc1c(C(=O)Nc2ccc(N3CCOCC3)cc2)oc2ccccc12	-1
COCCNC(=O)c1c[nH]c2ccc(S(=O)(=O)N3CCC4(CC3)OCCO4)cc2c1=O	-5
O=C(c1ccccc1)n1c2ccccc2c(=O)n1-c1ccccc1CCl	-3
Cc1cccc(C2=NN(c3ccc(Br)cc3)[C@@H](C(=O)N3CCOC3=O)[C@@H]2c2ccc(Cl)cc2)c1	-1
CC(=O)Oc1ccc(N2C(=O)CCC2=O)cc1	-3
O=C(CS(=O)(=O)c1c[nH]c2ccccc12)N1CCCCC1	13
Clc1ccccc1-c1nn2c(Cn3cnc4ccccc43)nnc2s1	-4
COc1ccc(CCN2C(=O)C3CC=C(C)CC3C2=O)cc1OC (configuration not stated)	1
COCCCNC(=O)c1ccc2c(=O)n(C3CCCC3)c(=S)[nH]c2c1	-1
CCCNC(=O)NC(=O)CSc1nnc(C)n1N	-2
COc1cc2c(cc1OC)CN(C(=O)c1cc3ccccc3oc1=O)CC2	-10
CC(C)(C)NC(=S)Nc1ccc(Nc2ccccc2)cc1	-4
Cc1cc(Nc2ccc(Cl)cc2)n2nnnc2n1	1
O=C(Cn1c(=O)sc2ccccc21)Nc1ccc2c(c1)OCCO2	1
Cc1ccc(C2=CC(=O)C[C@H](c3ccc(Cl)cc3)C2)cc1	-2
Cc1ccc(N(CC(=O)Nc2ccc(F)cc2)S(=O)(=O)N2CCCC2)cc1	0
O=C(COC(=O)c1cc(-c2ccco2)nc2ccccc12)NCc1ccccc1	4
Cc1ccc(N/N=C/c2cccnc2)cc1	-10
Cc1cc(C)c(S(=O)(=O)c2ccccc2C)c(SCC(C)C)n1	21
C/C(=N/Oc1nc(C)cc(C)n1)c1ccccc1	0

The final 7 entries of the section above are carried over, then new ones follow:
SMILES	miR-122 sensor
O=C(Cn1c(=O)sc2ccccc21)Nc1ccc2c(c1)OCCO2	1
Cc1ccc(C2=CC(=O)C[C@H](c3ccc(Cl)cc3)C2)cc1	-2
Cc1ccc(N(CC(=O)Nc2ccc(F)cc2)S(=O)(=O)N2CCCC2)cc1	0
O=C(COC(=O)c1cc(-c2ccco2)nc2ccccc12)NCc1ccccc1	4
Cc1ccc(N/N=C/c2cccnc2)cc1	-10
Cc1cc(C)c(S(=O)(=O)c2ccccc2C)c(SCC(C)C)n1	21
C/C(=N/Oc1nc(C)cc(C)n1)c1ccccc1	0
C=CCN1/C(=C(\C#N)C2=NS(=O)(=O)c3ccccc32)N(C)c2ccccc21	1
Cc1noc2ncnc(Sc3c(Cl)cccc3Cl)c12	61
NC1=NC(c2cccc(O)c2)n2c(nc3ccccc32)N1 (configuration not stated)	-1
COc1cc2c(cc1NC(=S)Nc1cccc(C(F)(F)F)c1)oc1ccccc12	6
Cn1nnnc1SCCNCc1cccc2ccccc12	-3
CC(C)CC1NC(=O)N(CC(=O)N2CCN(S(=O)(=O)c3ccc(Cl)cc3)CC2)C1=O (configuration not stated)	-3
CCC1Oc2ccc(C)cc2N(CC(=O)NCc2cc(OC)ccc2OC)C1=O (configuration not stated)	-2
S=C(Nc1ccc2c(c1)OCO2)NC1CCN(Cc2ccccc2)CC1	-7
Cn1c(NCc2ccco2)nc2c1c(=O)n(Cc1ccc(Br)cc1)c(=O)n2C	-1
S=c1[nH]nc(-c2ccc3ccccc3n2)n1-c1ccc(Cl)cc1	-1
COc1ccc(C(=O)CSc2nncn2C)cc1	2
Cc1ccsc1/C=N/NC(=O)Cn1cnc2ccccc21	-1
Cc1cc(C)n(S(=O)(=O)c2cccc(Cl)c2Cl)n1	1
COC(=O)C(CC(C)C)NC(=O)c1ccc([N+](=O)[O-])c(C)c1 (configuration not stated)	-10
CCN1CCN(C(=O)CCc2nc3ccccc3n2-c2ccccc2)CC1	1
Cc1ccc(S(=O)(=O)Nc2nc3ccccc3nc2NCc2ccco2)cc1C	18

Entries shown so far that contain a cyano group (three):
SMILES	miR-122 sensor
CC1(C)Cc2c(C#N)c(N3CCOCC3)nc(Cc3ccccc3)c2CO1	-4
CSc1nc(N2CCCC2)c2c(c1C#N)CC(C)(C)OC2	-4
C=CCN1/C(=C(\C#N)C2=NS(=O)(=O)c3ccccc32)N(C)c2ccccc21	1
